Yeast lifespan up: extends the lifespan of yeast; 130,000 compounds, 0.68% hits; inhibition of the nicotinamide effect, % at 10 µM; S. cerevisiae growth with nicotinamide, OD615; deaD strain in restrictive glucose medium; AID 775;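 active = inhibition above a set limit, placed 3 SD over the median of all compounds, cut at about 26% in these data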;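 also: 0% = nicotinamide-treated wells and 100% = cells grown without nicotinamide; some compounds called inactive have numbers as strong as hits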
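Measured by: optical density (absorbance) at 615 nm; System: modified budding yeast, DeaD strain; Medium: restrictive CSMM-D dextrose medium; Timing: 4 h preincubation then 48 h treatment at 30 °C.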
Measles CPE: protection of cells from measles virus. Measles virus-infected cells, CPE protection, absorbance. protection (pct of control), % at 4 µM. 140,000 compounds, 1.5% hits. AID 841; in the data active = protection mostly above about 24%, no sharp cut-off; inactive = mostly below about 26%; also: some compounds called inactive have numbers as strong as hits
NPY Y2 blocker: NPY-Y2 (human) receptor antagonism | P49146 | NPY-Y2 expressing cells, antagonist mode | inhibition, % at 2.7 µM | 140,000 compounds, 0.99% hits | AID 793; in the data active = inhibition above about 17%;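 also: 0% = vehicle with agonist challenge and 100% = reference antagonist with challenge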
Target sequence (P49146 whole entry, looked up): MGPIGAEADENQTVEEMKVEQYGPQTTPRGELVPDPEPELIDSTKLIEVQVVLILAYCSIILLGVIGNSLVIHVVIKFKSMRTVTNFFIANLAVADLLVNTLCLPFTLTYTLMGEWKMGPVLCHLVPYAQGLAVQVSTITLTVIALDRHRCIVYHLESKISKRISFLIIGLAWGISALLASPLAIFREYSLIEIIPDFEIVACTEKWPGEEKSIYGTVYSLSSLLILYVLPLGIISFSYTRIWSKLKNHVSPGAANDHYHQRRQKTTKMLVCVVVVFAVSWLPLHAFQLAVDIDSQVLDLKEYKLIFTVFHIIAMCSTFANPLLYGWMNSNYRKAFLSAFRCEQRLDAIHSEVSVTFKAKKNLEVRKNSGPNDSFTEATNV
bCat KO growth: beta-catenin-lacking colon tumor cell growth suppression. HCT116 beta-catenin knockout viability, CellTiter-Glo, 60 h; stronger effect = lower value. viability, % at 10 µM. 140,000 compounds, 1.5% hits. AID 818;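 active = viability at or under a set limit, the compound median less 4 SD, cut at about 6% in these data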;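 also: 0% = Hyamine 1622 control at 20 µM and 100% = untreated cell control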
GALR2 blocker: antagonists of human galanin receptor 2 (GALR2); O43603; GALR2-expressing cells, antagonist mode; inhibition, % at 4 µM; 140,000 compounds, 0.39% hits; AID 828; in the data active = inhibition above about 27%;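 also: cells stimulated with galanin 1-16 at roughly its EC80; 0% = agonist challenge control and 100% = basal control without agonist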
Target sequence (O43603 whole entry, looked up): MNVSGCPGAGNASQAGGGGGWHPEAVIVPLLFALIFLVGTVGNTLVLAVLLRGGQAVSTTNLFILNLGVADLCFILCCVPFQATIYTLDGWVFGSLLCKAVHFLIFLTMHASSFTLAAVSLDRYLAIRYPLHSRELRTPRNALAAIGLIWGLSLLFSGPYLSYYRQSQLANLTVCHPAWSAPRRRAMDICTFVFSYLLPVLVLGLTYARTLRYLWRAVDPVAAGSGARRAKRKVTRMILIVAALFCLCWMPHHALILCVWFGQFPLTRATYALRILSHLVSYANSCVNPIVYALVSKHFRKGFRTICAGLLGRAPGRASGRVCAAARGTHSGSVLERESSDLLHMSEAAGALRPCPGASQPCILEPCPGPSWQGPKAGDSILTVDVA
E-sel TNF inh: blocks E-selectin expression induced by TNF alpha. HUVEC TNFa-induced E-selectin immunofluorescence, high content. inhibition, % at 2 µM. 120,000 compounds, 0.71% hits;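 active = inhibition above the batch mean plus 3 SD, and confirmed as a hit on visual image review, cut at about 43% in these data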;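 also: 0% = TNF-stimulated DMSO wells and 100% = unstimulated control wells; not every result past the cut was called active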
Yeast growth inh: chemicals that inhibit yeast BB579 growth in restrictive medium (lifespan-shortening candidates) | AID 804 | inhibition, % at 10 µM | S. cerevisiae BB579 growth, OD615, 48 h | 140,000 compounds, 0.51% hits;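 active = inhibition above a set limit, 3 SD over the mean compound inhibition, cut at about 44% in these data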; also: inactives centre near -24
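controls = amphotericin B 10 µg/mL, positive | assay system = DeaD yeast strain BB579 | schedule = 48 h compound exposure at 30 °C after 4 h preincubation | detection = OD615 turbidity measurement | medium = restrictive CSMM-D medium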
MRP1 act: MRP-1 activation; 140,000 compounds, 0.61% hits; AID 799; H69AR cells + doxorubicin, viability rescue, CellTiter-Glo; viability increase, % at 10 µM;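 active = viability gain under doxorubicin at or above a set limit, the compound median plus 3 SD, cut at about 4.7% in these data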;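 also: MRP-1 overexpressing cells given doxorubicin 25 µM after compound pretreatment; 18-22 h compound pretreatment then 72 h with doxorubicin before readout; 0% = doxorubicin-only wells and 100% = vehicle-treated cells without doxorubicin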
HCT116 PTEN-null: PTEN-deleted cell growth suppression; HCT116 PTEN-null viability, CellTiter-Glo, 60 h; stronger effect = lower value; 140,000 compounds, 1.2% hits; viability, % at 10 µM;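 active = viability at or below a set limit, 4 SD under the median of all tested compounds, cut at about 3.7% in these data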;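 also: PTEN knockout HCT116 line with beta catenin targeted HCT116 as companion control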
Phagocytosis inh: blocks phagocytosis by macrophages | AID 1029 | 110,000 compounds, 0.07% hits | inhibition, % at 5 µM | J774A.1 macrophage IgG-bead phagocytosis, imaging;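 active = inhibition above the mean of the plate negative controls plus 5 SD, cut at about 13% in these data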;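 also: phagocytic index as fraction of beads internalized from green versus red external bead signal; plate controls were DMSO negative control for no effect and cytochalasin-D positive control for full effect; some results beyond the cut were filed as inactive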
An asterisk follows results filed as active; · = not tested or not shown; & = joins results of further samples.

no.	mol	Yeast lifespan up	Measles CPE	NPY Y2 blocker	bCat KO growth	GALR2 blocker	E-sel TNF inh	Yeast growth inh	MRP1 act	HCT116 PTEN-null	Phagocytosis inh
1	O=C1CC(C(=O)Nc2ccc(F)cc2)S/C(=N\N=C\c2ccco2)N1 (configuration not stated)	1	3	0	89	6	·	-27	-2.1	98	-7
2	Cc1ccccc1NC(=O)/C=C/c1ccc([N+](=O)[O-])s1	-1	1	0	2.0*	34*	11	-36	-6.7	1.4*	-11
3	CCC(NC(=O)Nc1nnc(C(F)(F)F)s1)(C(F)(F)F)C(F)(F)F	1	5	25*	2.1*	59*	-30	-16	-3.4	2.5*	-5
4	CCC(C)NCCCCOc1cc(C)cc(C(C)C)c1 (configuration not stated)	9	9	7	64	-3	10	-55	-3.3	71	3
5	O=C(COc1ccccc1)NC(=S)Nc1cccc([N+](=O)[O-])c1	-2	9	6	99	9	·	-52	-0.8	100	-1
6	COc1ccc(N(CCC#N)S(=O)(=O)c2ccc(Cl)cc2)cc1	-10	2	3	63	-7	-4	-28	-1.4	76	1
7	COc1ccc(C2=NOC(C(=O)NC(C)C)C2)cc1 (configuration not stated)	-8	4	1	92	2	·	-38	-0.9	89	4
8	CCN(C(=O)c1cc2ccccc2oc1=O)c1cccc(C)c1	-8	15	3	85	-9	-8	5	0.0	82	-1
9	COC(=O)c1c(C(=O)OC)c2n(c1C)CCC2	-4	9	2	82	0	6	-13	0.3	92	-1
10	COc1cc(C2CC(=O)C=C(O)C2)cc(OC)c1OC (configuration not stated)	-9	28	0	99	-14	-23	-21	0.6	94	-1
11	COCCn1nnnc1CN1CCN2CCCC2C1 (configuration not stated)	-7	6	4	97	-4	·	2	-2.5	91	2
12	Cc1ccc(S(=O)(=O)C/N=C(/NC(=S)N(c2ccccc2)c2ccccc2)c2ccccc2)cc1	46*	24	4	94	0	11	-46	-0.7	·	0
13	CNC(=O)COc1ccccc1C(=O)Nc1ccc2c(c1)oc1ccccc12	-9	3	-1	84	20	15	-8	1.0	88	1
14	O=C(Nc1ccc(Cl)cc1)N1CCC(c2nc(-c3ccccc3Cl)no2)CC1	-17	6	4	70	2	18	-5	-0.3	45&73	1
15	Cc1ccc2nc(C)cc(NCCO)c2c1	0	17	1	80	4	-26	-33	-1.5	82	4
16	COc1ccc(NC(=S)N(CCN(C)C)C(C)c2ccco2)cc1Cl (configuration not stated)	10	2	3	89	3	-2	-22	-0.1	91	-9
17	Cc1ccc(Cl)cc1N1CCN(C(=O)C2CCCN(S(=O)(=O)c3cnc[nH]3)C2)CC1 (configuration not stated)	-6	12	0	58	6	-28	-8	4.3	74	0
18	CCN1CCN(C(=S)NCC(C)C)CC1	2	37	5	96	14	·	-3	-0.5	95	-7
19	Cc1cc(Cl)ccc1Oc1nc(-c2ccc(F)cc2)ccc1C#N	-13	1	1	36	-14	-14	-21	-6.2	32	0
20	CCC(C)[C@H](NC(=O)OC(C)(C)C)C(=O)N/N=C/c1ccc2nccnc2c1 (some centres not stated)	-7	5	4	91	-9	29	-58	-1.4	103	-2
21	O=C(CCNC(=O)Cn1cnc2ccccc2c1=O)NCCC1=CCCCC1	-19	4	5	79	3	-18	-4	-1.4	76	2
22	O=C(O)c1ccc(COCC(F)(F)F)cc1	-8	3	2	105	1	-10	-30	0.3	111	0
23	O=C(OCC#CCSc1nc2ccccc2o1)c1cc2ccccc2o1	·	5	1	94	11	-2	-48	-2.1	97	·
24	O=C(COc1ccccc1)N(Cc1cc2ccccc2[nH]c1=O)CC1CCCO1 (configuration not stated)	3	22	4	91	7	-33	-16	-1.3	100	1
25	CC(=O)NC(NC(C)=O)c1cccc(OCc2ccccc2)c1	9	16	1	93	-11	-9	-53	-1.4	96	-5
26	CC1(C)OC(=O)N(Cc2ccco2)C1(C)O (configuration not stated)	-8	2	1	103	2	-24	1	-1.0	98	·
27	CCN1CCCC1CNc1ncnc2c1[nH]c1ccc(Cl)cc12 (configuration not stated)	-22	38	-1	56	-19	-16	-57	-5.6	61	0
28	CCCc1nn(C)c(C(=O)Nc2ccc(CC)cc2)c1Cl	-3	19	4	89	4	·	-32	-0.9	93	-2
29	Cc1cc(C)n(-c2cc(Cl)cc(Cl)c2)c(=O)c1C#N	·	6	2	93	-2	13	-43	-1.1	98	·
30	CNCc1ccccc1Sc1ccc(OC)cc1	1	9	20*	92	0	-73	-30	-2.2	89	-1
31	Cc1ccc(NCc2nc3ccccc3n2CCOc2ccccc2)cc1	21	2	1	30	-5	15	33	-2.5	36	10
32	COc1ccc(-n2c(-c3cnccn3)n[nH]c2=S)cc1	-14	5	1	91	10	9	-5	-1.2	98	-2
33	C=CCn1c(SCC(=O)NC(N)=O)nnc1-c1cc2c(s1)CCC(CC)C2 (configuration not stated)	-4	26	7	84	-5	·	-27	2.2	78	-1
34	O=C(O)CCc1ccc(-c2cccs2)n1NC(=O)c1ccc(Cl)cc1	-13	8	4	96	-3	-14	16	-2.4	98	79*
35	O=C(N/C(=C/c1ccc(Br)cc1)C(=O)N1CCCC1)c1ccccc1F	4	16	0	98	5	·	-35	0.2	96	2
36	O=C(CCCn1c(=O)[nH]c2ccccc2c1=O)N1CCN(c2ccccn2)CC1	6	4	0	92	1	-3	3	-1.8	90	·
37	CCc1nc2ccccc2c(C(=O)Oc2ccc(C(=O)OC)cc2)c1C	-1	9	13	101	1	1	11	0.4	102	-10
38	Cc1nc(=O)c(-c2ccccc2)c(C)n1Cc1ccccc1	·	2	1	92	9	-49	21	-2.6	102	-1
39	C=CCNc1nc(Nc2ccc(OC)cc2OC)nc(OCC)n1	0	9	0	85	-3	-37	-46	0.3	89	-2
40	CCN1CCN(c2ccc(S(=O)(=O)N(CC)CC)cc2[N+](=O)[O-])CC1	10	5	2	95	5	·	-55	-0.9	91	2
41	CCOc1ccccc1NC(=O)CN(c1ccc(OC)cc1)S(=O)(=O)c1c(C)noc1C	-5	5	7	18	11	13	0	-2.5	13	·
42	CC(C)(C)NC(=O)C(c1ccc(F)cc1)N(Cc1ccco1)C(=O)Cn1nnc(-c2cccs2)n1 (configuration not stated)	·	8	24*	78	4	25	-11	-1.0	68	·
43	CC(C)CC1NC(=O)N(CC(=O)N2CCN(S(=O)(=O)c3ccc4ccccc4c3)CC2)C1=O (configuration not stated)	0	14	-1	79	4	10	-32	-1.6	82	0
44	CC(C)COC(=O)c1ccc2c(c1O)C(=O)c1ccccc1C2=O	-8	8	2	38	1	7	-26	-5.4	26	-1
45	CCOC(=O)C(NC(C)=O)(Nc1ccc(S(=O)(=O)Nc2nccs2)cc1)C(F)(F)F (configuration not stated)	-6	18	1	91	-4	-10	-50	0.1	98	-2
46	COc1ccc(C(=O)NCCSCc2ccc(C)cc2)cc1	-21	8	3	103	-5	·	-20	-1.0	105	·
47	C=CCn1c(SCC(=O)N2CCCC2)nc2scc(-c3cccs3)c2c1=O	-14	25	2	99	-7	·	-36	-3.5	85	0
48	Cc1ccccc1N=Cc1c(O)n(-c2nccs2)c(=O)c2ccccc12	23	2	5	80	11	4	-64	4.0	72	-1
49	O=C(CCNC(=O)c1ccccc1)Nc1ccc(F)c(Cl)c1	-1	29	1	93	11	·	-34	0.6	88	·
50	O=C1CCC(C(=O)N(c2ccccc2)C2(C(=O)NC3CCCCC3)CCCCC2)N1 (configuration not stated)	0	21	6	85	-3	·	-20	-3.4	84	-3
51	COc1ccc(C)cc1NC(=O)CSc1ccc(Cl)cc1	-5	10	7	79	-7	13	-24	-1.3	85	-9
52	CC(=O)Oc1c(Cl)c(N2CCOCC2)c(OC(C)=O)c2ccccc12	-4	7	-1	49	8	·	-16	-1.1	56	-2
53	O=C(c1cc(S(=O)(=O)N2CCOCC2)ccc1F)N1CCN(Cc2ccccc2)CC1	-9	4	0	86	4	·	-26	-3.6	96	-2
54	Cc1ccc(NC(=O)c2ccc(OC(=O)c3ccco3)cc2)cc1	-18	16	-1	78	-4	4	-82	0.7	81	1
55	Cc1nn(Cc2ccc(F)cc2)c(C)c1NC(=O)c1cnn2c1NC(c1ccccc1)CC2C(F)(F)F (configuration not stated)	-7	9	-3	22	-2	-6	5	-1.4	12	0
56	CC(=O)c1ccc(NC(=O)N[C@@H](Cc2ccccc2)C(=O)O)cc1	-8	28	-3	107	-4	-15	-39	-0.9	99	·

The listing continues.
no.	mol	Yeast lifespan up	Measles CPE	NPY Y2 blocker	bCat KO growth	GALR2 blocker	E-sel TNF inh	Yeast growth inh	MRP1 act	HCT116 PTEN-null	Phagocytosis inh
57	CCOC(=O)N1CCC(NC(=O)c2cc(C(=O)NCC(OC)OC)ccc2CO)CC1	-3	20	1	98	-6	·	-26	-2.9	98	1
58	Cc1cc2nc(C3CCCN(C(=S)Nc4ccccc4C)C3)[nH]c2cc1C (configuration not stated)	-23	5	-1	101	-2	·	-10	-3.4	104	·
59	CCn1cc(C(=O)NC(C)C2CC3CCC2C3)cn1 (configuration not stated)	6	27	2	101	-7	·	-21	-0.7	101	-3
60	COc1ccc(Br)cc1/C=N/NC(=O)c1ccc(COc2ccc3c(c2)CCC3)o1	-8	24	0	60	-12	4	-28	-1.6	68	·
61	Cc1ccc(N=Cc2cccc(O)c2O)c(C)c1	-21	42	1	1.9*	11	·	97*	-3.4	2.0*	0
62	C=CCNC(=O)/C(C#N)=C/c1cn(-c2ccccc2)nc1-c1ccc(OC)c([N+](=O)[O-])c1	-3	20	3	50	-4	·	-32	-1.5	46	0
63	C=CCn1c(-c2ccoc2)n[nH]c1=S	-4	39	2	108	3	-10	20	-0.6	106	·
64	COc1ccc(NC(=O)c2ccc3c(c2)OCO3)cc1Cl	-23	5	2	91	5	-3	-29	-2.7	91	0
65	CCC(C)NC(=O)c1ccc([N+](=O)[O-])c(Cl)c1 (configuration not stated)	6	21	1	100	12	2	-22	-3.1	88	-9
66	CCOC(=O)c1c(C)[nH]c(N=Nc2ccc(C)cc2C)c1C	-13	21	1	80	-1	-17	-13	-1.3	68	1
67	CCc1ccccc1NC(=O)CCc1nc(-c2ccc(C)cc2)no1	55	5	3	85	-2	-2	-39	-1.2	97	-1
68	COc1ccc(C2N(c3ccc(OC)cc3)C(=S)N3CCCN23)cc1 (configuration not stated)	2	8	4	88	-1	·	-5	-2.1	87	-2
69	CCOc1ccc2[nH]c(=O)c(CN(CCO)C(=O)CC)cc2c1	-10	4	0	96	8	29	-34	-1.2	99	-3
70	CCCCCCn1c(COc2ccccc2F)nnc1SCC(=O)N1c2ccccc2NC(=O)C1(C)C	-2	2	5	1.2*	-11	24	-14	-6.5	1.1*	0
71	COc1ccc(NC(=S)NC(NC(=O)c2cccc(Cl)c2)C(Cl)(Cl)Cl)c([N+](=O)[O-])c1 (configuration not stated)	·	7	-8	66	3	30	-21	-6.9	65	·

Screening results: PubChem, several laboratories
